Bioassay records: PubChem, National Center for Advancing Translational Sciences (NCATS)
HepG2 viability – HepG2 cytotoxicity, counter-screen for TGF-b inhibitors. Potency, µM (series often up to 46.1 µM), inactives show at the top dose activity change, negative = cytotoxicity, actives largely listed as cytotoxic. 410,000 tested, 0.76% active. AID 588856. HepG2 CAGA-GFP viability, ATP luminescence, 18 h; also: potency is read from the fitted curve at half-maximal effect; some results filed as inactive show a strong effect at the top dose
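CellTiter-Glo luminescence gave cytotoxicity after 18 hours at 37 degrees C. The cells were HepG2 CAGA-GFP in 1% FBS DMEM, stimulated with 500 pg/mL TGF-beta after compound addition. %Activity was normalised to no-cell wells (complete cell-killing) and DMSO (no toxicity), and curves were fitted and classified.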
ATXN2 expr inh – reduces ATXN2 reporter expression in HEK-293 cells | 360,000 tested, 0.72% active | HEK-293 ATXN2-luciferase reporter, luminescence, 24 h | Potency, µM (series often up to 57 µM), without a hit: top-dose activity change, negative = inhibition, most hits filed as inhibitors; also: potency is read from the fitted curve at half-maximal effect; % is scaled to controls: 0 for no effect and ±100 for the full control effect; nearly all actives have a fitted effect of over 55% in size
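qHTS (up to 57 uM final) was run with 24 h compound exposure of reporter cells at 37 °C. Each well was multiplexed: SteadyGlo luminescence measured ATXN2-luciferase expression after a fluorogenic Gly-Phe-AFC viability readout (25 uM final).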
IL-2 act – activators of IL-2; activation, % (series mostly up to about 46 µM); AID 652025; IL-2 activation reporter assay, cell-based qHTS; stimulated with anti-CD3/CD4/CD28 beads; in transgenic mouse T cells; 360,000 tested, 0.065% active; in the data active = activation above about 50%; inconclusive = mostly about 30% to 49%; also: 0% is about no effect
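Unstimulated transgenic mouse T cells; 60-min compound exposure; bead-based TCR/CD4/CD28 stimulation; 18 h culture, 37 degrees C; dual fluorescence (EGFP, DsRed) plate cytometry.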
ATXN viability – reduces viability in counter-screen for ATXN expression inhibitors; AID 651635; Potency, µM (titrated, usually from 56.7 µM), usual class: cytotoxic; 400,000 tested, 0.49% active; S2 cells (HEK-293 line with an ATXN2-luciferase reporter) viability, CellTiter-Fluor protease fluorescence, 24 h; also: potency is read from the fitted curve at half-maximal effect; nearly all actives have a fitted effect of over 40% in size
A549 viability – kills or reduces viability of A549 cells in Nrf2 counter-screen. 390,000 tested, 0.16% active. A549 ARE-Fluc cells, CellTiter-Fluor viability, 18-24 h. Potency, µM (top dose mostly 46 µM), inactives show at the top dose activity change, negative = cytotoxicity, usual class: inhibitors; also: potency is read from the fitted curve at half-maximal effect; % is scaled to controls: 0 for no effect and ±100 for the full control effect
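Cytotoxicity counterscreen: CellTiter-Fluor fluorescence was measured in A549 ARE_Fluc cells after 18-24 h of compound exposure in a concentration series. The subsequent BugLite luminescent read reports ARE-luciferase activity.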
EPAC2 ag – EPAC2 (human) agonism; Q8WZA2; EPAC2 activation, biochemical qHTS; response scale: 100% = 6.5 mM cAMP response; Potency, µM (series often up to 154 µM), for inactives: at the top dose activation, most hits filed as activators; 360,000 tested, 0.079% active; AID 720711; also: potency is read from the fitted curve at half-maximal effect; nearly all actives have a fitted effect of over 50% in size
Target sequence (Q8WZA2 whole entry, looked up): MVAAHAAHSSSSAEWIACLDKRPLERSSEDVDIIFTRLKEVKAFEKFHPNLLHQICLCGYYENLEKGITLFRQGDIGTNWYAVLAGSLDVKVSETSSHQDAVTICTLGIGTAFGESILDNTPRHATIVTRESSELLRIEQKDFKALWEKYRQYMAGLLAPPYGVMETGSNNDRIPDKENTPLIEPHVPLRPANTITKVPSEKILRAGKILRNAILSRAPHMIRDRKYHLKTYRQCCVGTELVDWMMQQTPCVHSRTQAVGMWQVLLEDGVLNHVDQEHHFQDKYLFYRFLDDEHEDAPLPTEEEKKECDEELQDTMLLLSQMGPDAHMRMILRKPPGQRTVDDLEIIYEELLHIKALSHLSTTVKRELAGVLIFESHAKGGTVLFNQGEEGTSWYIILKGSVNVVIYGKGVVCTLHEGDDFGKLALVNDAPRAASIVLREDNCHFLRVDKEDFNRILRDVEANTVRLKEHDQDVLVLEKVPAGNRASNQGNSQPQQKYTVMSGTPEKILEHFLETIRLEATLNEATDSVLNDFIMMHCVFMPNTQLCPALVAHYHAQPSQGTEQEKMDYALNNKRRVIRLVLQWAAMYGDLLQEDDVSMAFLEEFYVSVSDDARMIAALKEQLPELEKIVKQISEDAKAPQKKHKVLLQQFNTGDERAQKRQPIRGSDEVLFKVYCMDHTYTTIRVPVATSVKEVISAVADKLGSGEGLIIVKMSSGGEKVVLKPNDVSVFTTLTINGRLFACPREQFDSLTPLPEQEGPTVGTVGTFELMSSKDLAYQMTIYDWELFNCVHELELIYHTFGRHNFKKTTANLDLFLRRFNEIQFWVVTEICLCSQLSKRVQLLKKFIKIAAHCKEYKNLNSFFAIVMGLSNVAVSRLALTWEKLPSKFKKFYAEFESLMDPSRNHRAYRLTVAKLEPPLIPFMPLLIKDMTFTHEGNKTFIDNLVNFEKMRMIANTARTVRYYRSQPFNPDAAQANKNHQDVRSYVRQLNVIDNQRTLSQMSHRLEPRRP
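Nucleotide exchange monitored as fluorescence drop when BODIPY-GDP leaves Rap1B. Reaction: 100 nM EPAC2, 250 nM RAP1B-BODIPY-GDP, 50 uM GDP, room temperature, kinetic read over 30 min. Activity expressed relative to 6.5 mM cAMP.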
Nrf2 block – Nrf2 pathway inhibition. A549 ARE-Fluc reporter, luciferase luminescence, 18-24 h. Potency, µM (doses to about 46 µM), for inactives: at the highest dose activity change, negative = inhibition, usual class: inhibitors. 360,000 tested, 2.1% active; also: potency is read from the fitted curve at half-maximal effect; % is scaled to controls: 0 for no effect and ±100 for the full control effect; nearly all actives have a fitted effect of over 60% in size
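Quantitative HTS in A549 cells stably bearing an antioxidant response element-firefly luciferase construct. Inhibition of Nrf2-driven transcription was scored by luminescence after 18-24 h of compound exposure at 37 °C.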
Nrf2 activator – activators of Nrf2 (ARE) signaling. AREc32 ARE-luciferase reporter (MCF7-derived line), luminescence, 24 h. Potency, µM (top dose mostly 46.1 µM), for the others: at the highest dose activation, most hits filed as activators. 410,000 tested, 0.31% active; also: potency is read from the fitted curve at half-maximal effect; % of control where 0% means no effect; nearly all actives have a fitted effect of over 65% in size
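For detection, Steady-Glo was added and plates sat 30 min at RT; before that, AREc32_Fluc cells grown overnight in OPTI-MEM/5% FBS had been treated with 23 nL compound for 24 hr at 37 deg C.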
TGFb SMAD3 inh – inhibitors of TGF-b signaling; HepG2 CAGA-GFP TGF-b/SMAD3 reporter, GFP fluorescence, 18 h; TGF-beta stimulated, 500 pg/mL final; Potency, µM (top dose mostly 46.1 µM), for inactives: at the highest dose activity, negative = inhibition, most hits filed as inhibitors; 410,000 tested, 1.2% active; AID 588855; also: potency is read from the fitted curve at half-maximal effect; % is scaled to controls: 0 for no effect and ±100 for the full control effect; nearly all actives have a fitted effect of over 65% in size
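Per well, imaged GFP fluorescence of HEPG2 CAGA-GFP cells gives the signal; cells get compound, then TGF-beta (500 pg/mL final), 18 h at 37 degrees C; %Activity versus -TGF-beta and +DMSO controls.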
Numbers without * were called inactive; [ ] = another dose, or the depositor's remark. Unless noted, calls follow the shape of the dose curve; as a rule, active = well fitted curve in the direction sought with a large enough effect; inconclusive = small, poorly fitted or top-dose-only effect, or another doubt; inactive = no such curve, though single readings can be large; an effect the other way counts as inactive or inconclusive.

Results for CCOC(=O)C1=NN(c2ccccc2)C2=NC(C)=C(C(=O)OC)C(c3cccs3)N12 (stereo not given) ?
HepG2 viability: -11%; IL-2 act: -0.5; A549 viability: -13%; EPAC2 ag: 17%; Nrf2 block: -4%; Nrf2 activator: -0.2%; TGFb SMAD3 inh: 0%

What do the screens show for `O=C(Oc1ccccc1)N1CCCC1`?
HepG2 viability: -11%; IL-2 act: 0.0; ATXN viability: inactive; A549 viability: 3%; EPAC2 ag: 10%; Nrf2 block: -7%; Nrf2 activator: 0.5%; TGFb SMAD3 inh: -16%

What do the screens show for `CCOc1ccc(N(Cc2cc3ccc(C)cc3[nH]c2=O)C(=O)COC)cc1`?
HepG2 viability: -4%; ATXN2 expr inh: 11%; IL-2 act: -0.4; ATXN viability: inactive; A549 viability: 5%; EPAC2 ag: -2%; Nrf2 activator: -0.2%; TGFb SMAD3 inh: inconclusive

Results for CCS(=O)(=O)N1CCC(C(=O)Nc2ccc3c(c2)CCC3)CC1 ?
HepG2 viability: 0%; ATXN2 expr inh: 4%; IL-2 act: -5.8; ATXN viability: inactive; A549 viability: 0%; EPAC2 ag: 6%; Nrf2 block: inconclusive; Nrf2 activator: 2.1%; TGFb SMAD3 inh: 1%

How did CC(NCc1cc(Br)ccc1OCC(N)=O)C12CC3CC(CC(C3)C1)C2 (stereo not given) do in these assays?
HepG2 viability: -37%; IL-2 act: -3.0; ATXN viability: inconclusive; A549 viability: -5%; EPAC2 ag: 3%; Nrf2 block: -9%; Nrf2 activator: -2.8%; TGFb SMAD3 inh: inconclusive

Results for CCC(=O)c1ccc(OCc2ccc(C(=O)OC)cc2)cc1 ?
HepG2 viability: -10%; ATXN2 expr inh: 5%; IL-2 act: -3.7; ATXN viability: inactive; A549 viability: 0%; EPAC2 ag: 6%; Nrf2 block: inconclusive; Nrf2 activator: -1.9%; TGFb SMAD3 inh: 5%

Results for COc1ccc2nc(SCC(=O)Nc3ccc4[nH]c(=O)[nH]c4c3)[nH]c2c1 ?
HepG2 viability: -13%; ATXN2 expr inh: 2%; IL-2 act: 0.9; ATXN viability: inactive; A549 viability: 2%; EPAC2 ag: -2%; Nrf2 block: 1%; Nrf2 activator: 1.3%; TGFb SMAD3 inh: 2%

Results for O=c1c2ccccc2oc2cc(Br)ccc12 ?
HepG2 viability: 2%; ATXN2 expr inh: 16%; IL-2 act: 0.0; ATXN viability: inactive; A549 viability: 2%; EPAC2 ag: 10%; Nrf2 block: inconclusive; Nrf2 activator: inconclusive; TGFb SMAD3 inh: 23%

How did COc1ccc(S(=O)(=O)N2Cc3ccccc3CC2C(=O)N2CCOCC2)cc1 (stereo not given) do in these assays?
HepG2 viability: -7%; ATXN2 expr inh: 3%; IL-2 act: 0.9; ATXN viability: inactive; A549 viability: -3%; EPAC2 ag: 7%; Nrf2 block: 1%; Nrf2 activator: 0.3%; TGFb SMAD3 inh: 5%

Results for O=C(COC(=O)c1ccccc1OC(F)F)Nc1ccc(N2CCCCC2)cc1 ?
HepG2 viability: -20%; ATXN2 expr inh: -8%; IL-2 act: -4.3; ATXN viability: inactive; A549 viability: 7%; EPAC2 ag: 1%; Nrf2 block: 16%; Nrf2 activator: 3.2%; TGFb SMAD3 inh: -9%

Results for Cc1ccc(CNC(=O)C2CCC(CNS(=O)(=O)c3ccc4c(c3)CCCC(=O)N4)CC2)cc1 (stereo not given) ?
HepG2 viability: -15%; ATXN2 expr inh: 4%; ATXN viability: inactive; A549 viability: -1%; Nrf2 block: inconclusive; Nrf2 activator: -0.2%; TGFb SMAD3 inh: inconclusive

What do the screens show for `Nc1n[nH]c(-c2ccc([N+](=O)[O-])cc2[N+](=O)[O-])n1`?
HepG2 viability: -6%; IL-2 act: -2.3; ATXN viability: inactive; A549 viability: 7%; EPAC2 ag: 9%; Nrf2 block: 21%; Nrf2 activator: 3.4%; TGFb SMAD3 inh: -11%

How did CN(C)CCCNC(=O)c1ccc(-c2cc(O)c3ncccc3c2)cc1 do in these assays?
HepG2 viability: -45%; ATXN2 expr inh: inconclusive; IL-2 act: -1.8; ATXN viability: inactive; A549 viability: 1%; EPAC2 ag: 8%; Nrf2 block: -13%; Nrf2 activator: 0.3%; TGFb SMAD3 inh: -11%

What do the screens show for `CCOC(=O)C1C(c2ccccc2)N(C)OC1(O)C(F)(F)F` (stereo not given)?
HepG2 viability: 7%; ATXN2 expr inh: 3%; IL-2 act: 0.4; ATXN viability: inactive; A549 viability: 0%; EPAC2 ag: 0%; Nrf2 block: 14%; Nrf2 activator: -0.1%; TGFb SMAD3 inh: 2%

Results for COC(=O)C1CN(C(=O)C(C)Oc2ccc(C(C)C)cc2)c2ccccc2O1 (stereo not given) ?
HepG2 viability: -6%; IL-2 act: -0.4; ATXN viability: inactive; A549 viability: 0%; EPAC2 ag: 5%; Nrf2 block: -9%; Nrf2 activator: 2.7%; TGFb SMAD3 inh: -17%

What do the screens show for `CC(=O)N1N=C(c2ccccc2O)OC1(C)CC(=O)Nc1ccccc1` (stereo not given)?
HepG2 viability: -20%; ATXN2 expr inh: 6%; IL-2 act: 0.0; ATXN viability: inactive; A549 viability: 3%; EPAC2 ag: 0%; Nrf2 block: -2%; Nrf2 activator: 4.1%; TGFb SMAD3 inh: 5%

Results for CCN(c1ccc(OC)cc1)S(=O)(=O)c1nnc(NC(=O)C(C)C)s1 ?
HepG2 viability: -4%; ATXN2 expr inh: -20%; IL-2 act: 0.6; ATXN viability: inactive; A549 viability: 14%; EPAC2 ag: 1%; Nrf2 block: 20%; Nrf2 activator: 0.2%; TGFb SMAD3 inh: -2%

Results for O=[N+]([O-])c1ccc(NC(=S)N2CCN(c3ccccn3)CC2)cc1 ?
HepG2 viability: 16%; ATXN2 expr inh: -15%; IL-2 act: -0.4; ATXN viability: inactive; A549 viability: 2%; EPAC2 ag: 3%; Nrf2 block: 2%; Nrf2 activator: 0.6%; TGFb SMAD3 inh: inconclusive

What do the screens show for `CC1CC(C)CN(S(=O)(=O)c2cc3c4c(c2)CCN4C(=O)CC3)C1` (stereo not given)?
HepG2 viability: -2%; ATXN2 expr inh: 10%; IL-2 act: -2.8; ATXN viability: inactive; A549 viability: -5%; EPAC2 ag: -2%; Nrf2 block: -26%; Nrf2 activator: -0.4%; TGFb SMAD3 inh: -7%

How did Cc1sc2nc(SC(C)C)nc(N)c2c1C do in these assays?
HepG2 viability: 3%; ATXN2 expr inh: -4%; IL-2 act: 5.6; ATXN viability: inactive; A549 viability: 4%; EPAC2 ag: 15%; Nrf2 block: 9%; Nrf2 activator: 0.5%; TGFb SMAD3 inh: -3%

Results for CCOC(=O)c1c(C)nn(-c2ccc(NC(=O)c3cccs3)cc2)c1C ?
HepG2 viability: -19%; ATXN2 expr inh: 28µM*; IL-2 act: -3.3; ATXN viability: inactive; A549 viability: -6%; EPAC2 ag: 5%; Nrf2 block: inconclusive; Nrf2 activator: 0.1%; TGFb SMAD3 inh: -12%

Results for CCc1ccc[n+](-c2[nH]c(=O)sc2/C=N/N=C(\[O-])c2ccncc2)c1 ?
HepG2 viability: -3%; ATXN2 expr inh: 11%; IL-2 act: -1.1; ATXN viability: inactive; A549 viability: -12%; EPAC2 ag: -4%; Nrf2 block: 4%; Nrf2 activator: -0.4%; TGFb SMAD3 inh: 4%

Results for CC(=O)c1ccc2c(c1)Cc1cc(C(C)=O)ccc1-2 ?
HepG2 viability: -44%; ATXN2 expr inh: 50%[activator]; IL-2 act: 4.7; ATXN viability: inactive; A549 viability: 11%; EPAC2 ag: 2%; Nrf2 block: inconclusive; Nrf2 activator: 3.3%; TGFb SMAD3 inh: 0%

How did N#Cc1c(SCC(N)=O)nsc1SCc1ccc(Cl)cc1 do in these assays?
HepG2 viability: -29%; ATXN2 expr inh: -10%; IL-2 act: -2.8; ATXN viability: inactive; A549 viability: -9%; EPAC2 ag: -3%; Nrf2 block: -3%; Nrf2 activator: inconclusive; TGFb SMAD3 inh: -16%

Results for CN(C(=O)COC(=O)c1cc([N+](=O)[O-])ccc1N1CCOCC1)C1CCCCC1 ?
HepG2 viability: -46%; IL-2 act: -1.9; ATXN viability: inconclusive; EPAC2 ag: 5%; Nrf2 activator: -0.8%; TGFb SMAD3 inh: 1%

How did CC(OC(=O)CCc1nc2ccccc2c(=O)[nH]1)C(=O)c1ccc(C(C)(C)C)cc1 (stereo not given) do in these assays?
HepG2 viability: -45%; ATXN2 expr inh: -4%; IL-2 act: -0.6; ATXN viability: inactive; A549 viability: 2%; EPAC2 ag: -13%; Nrf2 block: -16%; Nrf2 activator: 6.0%; TGFb SMAD3 inh: -12%

Grouped by structure: those above containing bromine.
How did CC(NCc1cc(Br)ccc1OCC(N)=O)C12CC3CC(CC(C3)C1)C2 (stereo not given) do in these assays?
HepG2 viability: -37%; IL-2 act: -3.0; ATXN viability: inconclusive; A549 viability: -5%; EPAC2 ag: 3%; Nrf2 block: -9%; Nrf2 activator: -2.8%; TGFb SMAD3 inh: inconclusive

Results for O=c1c2ccccc2oc2cc(Br)ccc12 ?
HepG2 viability: 2%; ATXN2 expr inh: 16%; IL-2 act: 0.0; ATXN viability: inactive; A549 viability: 2%; EPAC2 ag: 10%; Nrf2 block: inconclusive; Nrf2 activator: inconclusive; TGFb SMAD3 inh: 23%
